DSG3 Ab inh: human desmoglein-3 autoantibody binding inhibition. binding (percent of control), % at 10 µM. AID 588358. hit rate 0.48% among 310,000. DSG3-coupled beads, scFv-anti-DSG3-GFP binding, flow cytometry; active compounds read low. P32926;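 active = binding more than 3 SD below its plate's average and above zero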;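 also: hits lower antibody fragment binding to DSG3; some compounds called inactive have numbers as strong as hits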
Target sequence (P32926 whole entry, looked up, the tested form may be a part): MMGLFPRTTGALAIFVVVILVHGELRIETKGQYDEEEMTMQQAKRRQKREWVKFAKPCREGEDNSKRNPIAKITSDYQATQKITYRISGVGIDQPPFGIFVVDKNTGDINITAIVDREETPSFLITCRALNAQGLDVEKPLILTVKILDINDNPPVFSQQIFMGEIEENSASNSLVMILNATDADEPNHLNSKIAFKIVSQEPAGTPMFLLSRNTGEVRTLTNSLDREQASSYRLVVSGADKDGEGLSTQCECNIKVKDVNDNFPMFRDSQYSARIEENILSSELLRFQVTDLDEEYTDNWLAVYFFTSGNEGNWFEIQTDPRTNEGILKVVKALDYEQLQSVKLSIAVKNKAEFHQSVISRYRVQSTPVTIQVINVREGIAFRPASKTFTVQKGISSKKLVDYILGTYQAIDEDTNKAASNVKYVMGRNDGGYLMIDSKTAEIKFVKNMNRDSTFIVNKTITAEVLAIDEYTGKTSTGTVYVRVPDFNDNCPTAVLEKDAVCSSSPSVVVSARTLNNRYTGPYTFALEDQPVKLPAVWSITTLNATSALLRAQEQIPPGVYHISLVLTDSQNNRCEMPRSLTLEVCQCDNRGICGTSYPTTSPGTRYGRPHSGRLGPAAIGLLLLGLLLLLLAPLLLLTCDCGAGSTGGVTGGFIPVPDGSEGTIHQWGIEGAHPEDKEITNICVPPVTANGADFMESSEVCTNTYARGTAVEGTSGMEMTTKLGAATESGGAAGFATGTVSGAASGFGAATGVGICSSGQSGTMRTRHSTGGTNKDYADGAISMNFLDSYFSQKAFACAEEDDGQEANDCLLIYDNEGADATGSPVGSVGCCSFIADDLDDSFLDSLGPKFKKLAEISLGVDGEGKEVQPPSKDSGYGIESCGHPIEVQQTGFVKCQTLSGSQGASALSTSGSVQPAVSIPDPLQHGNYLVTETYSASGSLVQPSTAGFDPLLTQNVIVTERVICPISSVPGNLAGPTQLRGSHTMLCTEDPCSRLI
Wnt bcat act: activators of Wnt/beta-catenin signaling. Wnt/beta-catenin reporter cell assay, activator, plate reader. activation, % at 9.35 µM. hit rate 1.2% among 300,000; in the data active = activation above about 30%, passing the limit was not always enough;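 also: 0% = neutral control wells and 100% = positive control wells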
V-ATPase pH: regulators of yeast V-ATPase proton transport; response, % at 10 µM; hit rate 0.37% among 350,000; S. cerevisiae, pHLuorin cytosolic pH fluorescence; AID 504577; in the data active = response mostly above about 7.3%, no sharp cut-off; inactive = mostly below about 5.4%; also: actives read high; inactives centre near 0; some compounds called inactive have numbers as strong as hits; reference of the scale not given here
* hit, by the source's call; nt = not tested or not shown. Only part of the results is shown; rates above refer to the full screens.

SMILES	DSG3 Ab inh	Wnt bcat act	V-ATPase pH
CNS(=O)(=O)c1ccc(CNC[C@H]2O[C@@H](n3ccc(N)nc3=O)[C@H](O)[C@@H]2O)cc1	nt	-1	-2
C[C@@H]1CN([C@H](C)CO)C(=O)c2cc(Br)cnc2O[C@H]1CN(C)C	nt	-1	0
COc1ncnc2c1ncn2CCCN1CCN(c2ncccn2)CC1	nt	-1	0
COc1ccc(S(=O)(=O)N(C)C[C@H]2OCc3cnnn3CCCC(=O)N([C@H](C)CO)C[C@H]2C)cc1	nt	-1	0
C[C@H]1CN([C@@H](C)CO)C(=O)c2cc(Br)cnc2O[C@H]1CN(C)Cc1ccc(Oc2ccccc2)cc1	nt	-1	0
C[C@@H]1CN([C@@H](C)CO)C(=O)c2cc(NC(=O)C3CCCCC3)ccc2O[C@@H](C)CCCCO[C@H]1CN(C)S(=O)(=O)c1ccc(Cl)cc1	nt	-2	-1
Cc1cn([C@H]2C[C@H](O)[C@@H](CNCc3ccc(-c4cc(Cl)ccc4C(F)(F)F)o3)O2)c(=O)[nH]c1=O	nt	-2	1
C[C@@H]1CN([C@@H](C)CO)C(=O)CCCn2nncc2CO[C@@H]1CN(C)S(=O)(=O)c1ccccc1	nt	-2	-3
C[C@H](CO)N1C[C@H](C)[C@@H](CN(C)S(=O)(=O)c2ccccc2)OCCCC[C@H](C)Oc2ccc(NC(=O)CCC(F)(F)F)cc2C1=O	nt	2	-2
C[C@@H]1CN([C@H](C)CO)C(=O)c2c(c3ccccc3n2C)-c2ccccc2CO[C@H]1CN(C)Cc1ccc(Oc2ccccc2)cc1	nt	-3	-2
C[C@@H]1CN([C@@H](C)CO)C(=O)CCCn2nncc2CO[C@H]1CN(C)Cc1ccc(Oc2ccccc2)cc1	nt	-2	-3
Cc1ccc([C@H]2C[C@H](n3cc(-c4ccc(F)cc4)nn3)[C@@H](O)CN2CC2CCCCC2)cc1	nt	-1	-2
COc1cccc(-c2cc3nc(C)cc(N4CCN(C(=O)c5ccoc5)CC4)n3n2)c1	nt	-1	1
CN1CCn2cnc(C(=O)N[C@@H](Cc3ccccc3)C(=O)OC(C)(C)C)c2C1=O	nt	-2	-1
Cc1ccc(S(=O)(=O)N(C)C[C@H]2Oc3ncc(Br)cc3C(=O)N([C@H](C)CO)C[C@@H]2C)cc1	nt	1	1
C[C@@H]1CN([C@H](C)CO)C(=O)CCCn2nncc2CO[C@@H]1CN(C)S(=O)(=O)c1ccccc1C#N	nt	0	-1
COc1ccc(-c2ccc(CN3C(C(C)C)C(=O)N(Cc4cn(Cc5ccco5)nn4)CCS3(=O)=O)cc2)cn1 (configuration not stated)	nt	1	0
C[C@@H]1CN([C@@H](C)CO)C(=O)CCCn2cc(nn2)CO[C@H]1CN(C)S(=O)(=O)c1ccc(-c2ccccc2)cc1	nt	-4	-4
C[C@H]1CN([C@@H](C)CO)C(=O)c2cc(Br)cnc2O[C@H]1CN(C)C(=O)Cc1ccccn1	nt	-2	-2
CCOC(=O)CCCCCC(=O)Nc1ccc2c(c1)C(=O)N([C@@H](C)CO)C[C@H](C)[C@H](CN(C)C(=O)NC(C)C)OCCCC[C@H](C)O2	nt	-1	1
COc1ccc(-c2ccc(CN3C(C(C)C)C(=O)N(Cc4cn(CCC5OCCCO5)nn4)CCS3(=O)=O)cc2)cn1 (configuration not stated)	nt	-2	0
C[C@H]1CN([C@@H](C)CO)C(=O)c2cc(/C=C/c3ccccc3)cnc2O[C@H]1CN(C)C(=O)c1cccc(F)c1	nt	-1	-1
CCOC(=O)N(C)C[C@@H]1OCc2cnnn2CCCC(=O)N([C@@H](C)CO)C[C@@H]1C	nt	-1	1
Cc1ccc([C@H]2C[C@H](O)[C@@H](n3cc(COC(=O)c4ccccc4)nn3)CN2CC2CCCCC2)cc1	nt	-16	0
O[C@@H]1CN(Cc2cccs2)[C@@H](c2ccccc2)C[C@H]1n1cc(-c2ccc(F)cc2)nn1	nt	-3	1
CCC/C=C/c1ccc(CN2C(C)C(=O)N(Cc3cn(CCC4OCCO4)nn3)CCS2(=O)=O)cc1 (configuration not stated)	nt	-1	-2
Cc1ccc(Cc2c(-c3ccc(Br)cc3)nc3cc(C)ccn23)cc1	nt	13	1
C[C@@H]1CN([C@@H](C)CO)C(=O)CCCn2nncc2CO[C@@H]1CN(C)S(=O)(=O)c1cn(C)cn1	nt	0	3
COc1ccc(CN(C)C[C@@H]2OCc3cnnn3CCCC(=O)N([C@H](C)CO)C[C@H]2C)cc1	nt	-4	-2
COc1ccc(S(=O)(=O)N(C)C[C@H]2OCCCC[C@H](C)Oc3ccc(N(C)C)cc3C(=O)N([C@H](C)CO)C[C@@H]2C)cc1	nt	-1	2
COc1cccc(S(=O)(=O)N(C)C[C@@H]2Oc3ncc(C#CCN(C)C)cc3C(=O)N([C@H](C)CO)C[C@H]2C)c1	nt	-2	3
C[C@H](CO)N1C[C@H](C)[C@H](CN(C)C(=O)OCc2ccccc2)OCc2cnnn2CCCC1=O	nt	0	2
C[C@@H]1CN([C@@H](C)CO)C(=O)c2cc(Br)cnc2O[C@H]1CN(C)Cc1cccc(C(=O)O)c1	nt	2	0
CCC(=O)N(C)C[C@H]1Oc2ncc(C#Cc3ccncc3)cc2C(=O)N([C@@H](C)CO)C[C@@H]1C	nt	-1	2
O=C(C1CCCCC1)N1CCC2CC1c1cc(N3CCCCC3)ccc12 (configuration not stated)	nt	-1	0
O[C@H]1CN(CC2CCCCC2)[C@@H](c2ccc(Cl)cc2)C[C@@H]1n1cc(C2CC2)nn1	nt	-2	-2
COc1ccc(C#Cc2ccc3c(c2)O[C@@H](CN(C)C(=O)Nc2cccc(OC)c2)[C@H](C)CN([C@@H](C)CO)S3(=O)=O)cc1	nt	-2	3
COc1cccc(CN(C)C[C@@H]2OCc3cnnn3CCCC(=O)N([C@H](C)CO)C[C@H]2C)c1	nt	0	-3
COc1ccc([C@H]2CN(Cc3ccccc3)C(=O)[C@@H]2CC(=O)Nc2ccccc2)cc1	nt	-1	-1
COc1ccc(-c2ccc3[nH]c4c(c3c2)CCN2C[C@@H]([C@H](C)O)[C@@H](N(C)C(=O)Nc3cc(Cl)cc(Cl)c3)C[C@@H]42)cc1	nt	-2	-1
O=C(Nc1ccn(CCCNCC2CCCCC2)c(=O)n1)OCc1ccccc1	nt	-1	1
COC(=O)C[C@H]1C[C@H]2c3cc(NC(=O)C4CCOCC4)ccc3O[C@H]2[C@H](CO)O1	nt	-2	-2
C[C@H](CO)N1C[C@H](C)[C@@H](CN(C)C(=O)c2ccc(F)cc2)Oc2cc(Br)ccc2S1(=O)=O	nt	-2	3
CCC/C=C/c1ccc(CN2C(C)C(=O)N(Cc3cn(CCC4OCCCO4)nn3)CCS2(=O)=O)cc1 (configuration not stated)	nt	-1	-1
CCN(CC)C(=O)C1=C(C)N(Cc2ccccc2)C(=O)C(CC(=O)NCc2cccc3ccccc23)C1 (configuration not stated)	nt	-2	1
Cc1ccc(OC(=O)N(C)C[C@H]2OCc3cn(nn3)CCCC(=O)N([C@H](C)CO)C[C@@H]2C)cc1	nt	0	-6
COc1ccc([C@H]2C[C@@H](O)[C@H](n3cc(-c4ccc(F)cc4)nn3)CN2CC2CCCCC2)cc1	nt	-2	2
O=S1(=O)N[C@@H](c2ccccc2)COc2cc(Br)ccc21	nt	-1	-4
COC(=O)C[C@H]1C[C@H]2c3cc(NC(=O)C4CCC4)ccc3O[C@H]2[C@H](CO)O1	nt	-1	0
C[C@@H]1CN([C@@H](C)CO)S(=O)(=O)c2ccc(Br)cc2O[C@H]1CN(C)C(=O)C1CCOCC1	nt	-4	0
COc1ncnc2c1ncn2CCCN1CCN(Cc2cccc3ccccc23)CC1	nt	-1	0
C[C@@H]1CCCCO[C@H](CN(C)Cc2ccc(Cl)c(Cl)c2)[C@@H](C)CN([C@H](C)CO)C(=O)c2cc(N(C)C)ccc2O1	nt	-1	-1
C[C@H]1Cn2cnc(C(=O)Nc3ccccc3)c2C(=O)N1	nt	0	-1
COc1ccccc1NC(=O)N(C)C[C@@H]1OCc2cnnn2CCCC(=O)N([C@H](C)CO)C[C@@H]1C	nt	-1	2
O=C(OCc1cn([C@H]2CN(CC3CCCCC3)[C@@H](c3ccccc3)C[C@@H]2O)nn1)c1ccccc1	nt	0	1
CC1NC(=O)c2cc3ccccc3cc2-n2c1nc1cc(Cl)ccc1c2=O (configuration not stated)	nt	-2	1
COC(=O)N(C)C[C@H]1OCc2cnnn2CCCC(=O)N([C@@H](C)CO)C[C@H]1C	nt	2	2
CN(Cc1ccccc1)C(=O)c1[nH]cnc1C(=O)Nc1ccccc1F	nt	25	-1
O=C1NC(Cc2ccccc2)c2nc3ccccc3c(=O)n2-c2cc3ccccc3cc21 (configuration not stated)	nt	-4	2
C#CCN(C[C@H]1[C@H](OC(=O)NCC2CCCCC2)[C@H](OC(=O)NCC2CCCCC2)C[C@@H](C(=O)OC)[C@H]1C(=O)OC)S(=O)(=O)c1ccc(C)cc1	nt	-3	-2

Additional records follow.
SMILES	DSG3 Ab inh	Wnt bcat act	V-ATPase pH
C[C@@H]1CN([C@H](C)CO)C(=O)CCCn2nncc2CO[C@H]1CN(C)Cc1ccc2c(c1)OCCO2	nt	-1	-1
C[C@H](O)[C@@H]1C(=O)N2CCc3c([nH]c4ccccc34)[C@@H]2C[C@@H]1N(C)Cc1ccc(Cl)cc1	nt	-3	1
CCN(CC)C(=O)C1=C(C)N(CCCN2CCCC2=O)C(=O)C(CC(=O)NCCN2CCOCC2)C1 (configuration not stated)	nt	-1	0
C[C@H](CO)N1C[C@H](C)[C@@H](CN(C)S(=O)(=O)c2cccs2)OCc2cn(nn2)CCCC1=O	nt	-1	-1
C[C@H]1CNC(=O)c2c(C(=O)Nc3ccc(CNC(=O)OC(C)(C)C)cc3)ncn21	nt	-2	0
O=C(c1cccs1)N1C[C@@H](n2cc(-c3ccc(F)cc3)nn2)[C@H](O)C[C@@H]1c1ccc(Cl)cc1	nt	-1	0
CSc1ncnc2c1ncn2CCCN(C)CCc1ccccn1	nt	-1	1
COc1ccccc1NC(=O)N(C)C[C@@H]1Oc2ncc(Br)cc2C(=O)N([C@H](C)CO)C[C@@H]1C	nt	-3	-2
C[C@@H]1CN([C@@H](C)CO)C(=O)CCCn2nncc2CO[C@@H]1CN(C)C(=O)Nc1ccc(-c2cccs2)cc1	nt	-1	1
Cc1noc(C)c1S(=O)(=O)Nc1ccc2c(c1)C(=O)N([C@H](C)CO)C[C@H](C)[C@@H](CN(C)C(=O)CCCN(C)C)OCCCC[C@@H](C)O2	nt	-1	0
C[C@@H]1CN([C@@H](C)CO)S(=O)(=O)c2ccc(Br)cc2O[C@@H]1CN(C)Cc1ccccn1	nt	0	-2
C[C@@H]1CN([C@H](C)CO)C(=O)CCCn2cc(nn2)CO[C@H]1CN(C)C(=O)C1CC1	nt	2	0
COc1ccc([C@H]2C[C@H](O)[C@@H](n3cc(COC(=O)c4ccccc4)nn3)CN2C(=O)C2CCCCC2)cc1	nt	-1	1
O=C1NC(Cc2ccc(O)cc2)c2nc3ccccc3c(=O)n2-c2ncccc21 (configuration not stated)	nt	-3	0
C[C@@H]1CN([C@H](C)CO)C(=O)CCCn2nncc2CO[C@@H]1CN(C)C(=O)Nc1ccc(N2CCCCC2)cc1	nt	-1	0
CCCCN1C(=O)C(CC(=O)NCCN2CCOCC2)CC(C(=O)N(C)C)=C1C (configuration not stated)	nt	3	1
COc1ccc(Cl)cc1Nc1cc(C)nc2ncnn12	99	-3	nt
O=C(NCc1ccccc1CN1CCCC1)C1CCN(C(=O)c2ccc(Cl)cc2)CC1	102	-1	nt

Given in CSV form: eleven of the compounds above.
Compound,DSG3 Ab inh,Wnt bcat act,V-ATPase pH
COc1ccccc1NC(=O)N(C)C[C@@H]1Oc2ncc(Br)cc2C(=O)N([C@H](C)CO)C[C@@H]1C,nt,-3,-2
C[C@@H]1CN([C@@H](C)CO)C(=O)CCCn2nncc2CO[C@@H]1CN(C)C(=O)Nc1ccc(-c2cccs2)cc1,nt,-1,1
Cc1noc(C)c1S(=O)(=O)Nc1ccc2c(c1)C(=O)N([C@H](C)CO)C[C@H](C)[C@@H](CN(C)C(=O)CCCN(C)C)OCCCC[C@@H](C)O2,nt,-1,0
C[C@@H]1CN([C@@H](C)CO)S(=O)(=O)c2ccc(Br)cc2O[C@@H]1CN(C)Cc1ccccn1,nt,0,-2
C[C@@H]1CN([C@H](C)CO)C(=O)CCCn2cc(nn2)CO[C@H]1CN(C)C(=O)C1CC1,nt,2,0
COc1ccc([C@H]2C[C@H](O)[C@@H](n3cc(COC(=O)c4ccccc4)nn3)CN2C(=O)C2CCCCC2)cc1,nt,-1,1
O=C1NC(Cc2ccc(O)cc2)c2nc3ccccc3c(=O)n2-c2ncccc21 (configuration not stated),nt,-3,0
C[C@@H]1CN([C@H](C)CO)C(=O)CCCn2nncc2CO[C@@H]1CN(C)C(=O)Nc1ccc(N2CCCCC2)cc1,nt,-1,0
CCCCN1C(=O)C(CC(=O)NCCN2CCOCC2)CC(C(=O)N(C)C)=C1C (configuration not stated),nt,3,1
COc1ccc(Cl)cc1Nc1cc(C)nc2ncnn12,99,-3,nt
O=C(NCc1ccccc1CN1CCCC1)C1CCN(C(=O)c2ccc(Cl)cc2)CC1,102,-1,nt
